Screening data (PubChem)
Phagocyt inh: macrophage phagocytosis inhibition; AID 1029; J774A.1 macrophage IgG-bead phagocytosis, imaging; actives 0.07% (n = 110,000); inhibition, % at 5 µM;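 active means inhibition above the mean of the plate negative controls plus 5 SD, cut at about 13% in these data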;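 further: phagocytic index as fraction of beads internalized from green versus red external bead signal; plate controls were DMSO negative control for no effect and cytochalasin-D positive control for full effect; some results beyond the cut were filed as inactive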
MRP1 act: MRP-1 activation. AID 799. H69AR cells + doxorubicin, viability rescue, CellTiter-Glo. viability increase, % at 10 µM. actives 0.61% (n = 140,000);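 active means viability gain under doxorubicin at or above a set limit, the compound median plus 3 SD, cut at about 4.7% in these data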;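 further: MRP-1 overexpressing cells given doxorubicin 25 µM after compound pretreatment; 18-22 h compound pretreatment then 72 h with doxorubicin before readout; 0% = doxorubicin-only wells and 100% = vehicle-treated cells without doxorubicin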
PTEN del growth: suppresses growth of cells with PTEN deletion. viability, % at 10 µM. HCT116 PTEN-null viability, CellTiter-Glo, 60 h; active compounds read low. actives 1.2% (n = 140,000);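 active means viability at or below a set limit, 4 SD under the median of all tested compounds, cut at about 3.7% in these data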;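 further: PTEN knockout HCT116 line with beta catenin targeted HCT116 as companion control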
Measles CPE: protection of cells from measles virus. Measles virus-infected cells, CPE protection, absorbance. protection (pct of control), % at 4 µM. actives 1.5% (n = 140,000); in the data active means protection mostly above about 24%, no sharp cut-off; inactive means mostly below about 26%; further: some compounds called inactive have numbers as strong as hits
Yeast lifespan up: yeast lifespan extension; S. cerevisiae growth with nicotinamide, OD615; deaD strain in restrictive glucose medium; inhibition of the nicotinamide effect, % at 10 µM; actives 0.68% (n = 130,000); AID 775;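 active means inhibition above a set limit, placed 3 SD over the median of all compounds, cut at about 26% in these data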;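 further: 0% = nicotinamide-treated wells and 100% = cells grown without nicotinamide; some compounds called inactive have numbers as strong as hits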
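System: DeaD-strain S. cerevisiae / Buffer or medium: CSMM-D, restrictive glucose (dextrose) synthetic minimal medium / Probe or stimulus: nicotinamide, 1.5 mM, co-present with compound / Compound: one concentration, 10 µM, DMSO 0.25% / Incubation: 48 h compound exposure at 30 °C, humidified / Technique: optical density (absorbance) at 615 nm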
bCat KO growth: beta-catenin-lacking colon tumor cell growth suppression; AID 818; HCT116 beta-catenin knockout viability, CellTiter-Glo, 60 h; active compounds read low; viability, % at 10 µM; actives 1.5% (n = 140,000);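 active means viability at or under a set limit, the compound median less 4 SD, cut at about 6% in these data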;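 further: 0% = Hyamine 1622 control at 20 µM and 100% = untreated cell control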
Yeast growth inh: chemicals that inhibit yeast BB579 growth in restrictive medium (lifespan-shortening candidates) | actives 0.51% (n = 140,000) | S. cerevisiae BB579 growth, OD615, 48 h | inhibition, % at 10 µM;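 active means inhibition above a set limit, 3 SD over the mean compound inhibition, cut at about 44% in these data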; further: inactives centre near -24
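Test system: DeaD yeast strain BB579 / Buffer or medium: restrictive glucose-based CSMM-D medium / Doses: single 10 µM dose / Schedule: 4 h cell preincubation, 48 h compound exposure, 30 °C humidified / Technique: culture absorbance at 615 nm / Controls: amphotericin B positive control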
E-sel TNF inh: TNF alpha driven E-selectin expression inhibition. inhibition, % at 2 µM. AID 1246. actives 0.71% (n = 120,000). HUVEC TNFa-induced E-selectin immunofluorescence, high content;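 active means inhibition above the batch mean plus 3 SD, and confirmed as a hit on visual image review, cut at about 43% in these data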;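 further: 0% = TNF-stimulated DMSO wells and 100% = unstimulated control wells; not every result past the cut was called active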
NPY-Y2 antag: blocks the human neuropeptide Y Y2 receptor; P49146; NPY-Y2 expressing cells, antagonist mode; inhibition, % at 2.7 µM; actives 0.99% (n = 140,000); AID 793; in the data active means inhibition above about 17%;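 further: 0% = vehicle with agonist challenge and 100% = reference antagonist with challenge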
Target sequence (P49146 whole entry, looked up): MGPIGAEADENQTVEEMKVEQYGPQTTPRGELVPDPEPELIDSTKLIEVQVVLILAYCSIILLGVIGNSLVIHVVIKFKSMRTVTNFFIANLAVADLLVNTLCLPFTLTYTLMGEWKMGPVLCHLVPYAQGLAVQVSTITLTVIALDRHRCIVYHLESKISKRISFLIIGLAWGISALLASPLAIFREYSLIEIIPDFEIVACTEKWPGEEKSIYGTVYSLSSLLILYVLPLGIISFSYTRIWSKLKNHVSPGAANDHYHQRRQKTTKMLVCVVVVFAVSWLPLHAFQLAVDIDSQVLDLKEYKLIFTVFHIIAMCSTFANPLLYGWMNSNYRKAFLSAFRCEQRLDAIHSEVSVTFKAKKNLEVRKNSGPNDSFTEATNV
GALR2 antag: blocks the human galanin receptor 2; AID 828; O43603; GALR2-expressing cells, antagonist mode; inhibition, % at 4 µM; actives 0.39% (n = 140,000); in the data active means inhibition above about 27%;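 further: cells stimulated with galanin 1-16 at roughly its EC80; 0% = agonist challenge control and 100% = basal control without agonist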
Target sequence (O43603 whole entry, looked up): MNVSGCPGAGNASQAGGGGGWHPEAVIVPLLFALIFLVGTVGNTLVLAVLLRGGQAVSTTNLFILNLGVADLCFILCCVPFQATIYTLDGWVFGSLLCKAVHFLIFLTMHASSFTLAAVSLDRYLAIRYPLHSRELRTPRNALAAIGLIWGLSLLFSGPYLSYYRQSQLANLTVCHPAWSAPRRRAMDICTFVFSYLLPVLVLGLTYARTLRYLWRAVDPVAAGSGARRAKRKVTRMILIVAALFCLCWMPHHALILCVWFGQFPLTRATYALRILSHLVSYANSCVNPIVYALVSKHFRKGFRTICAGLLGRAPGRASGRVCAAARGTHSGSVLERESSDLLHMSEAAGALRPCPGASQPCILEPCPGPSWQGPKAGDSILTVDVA
Starred values were filed as active, the others as inactive.

Results for O=C(NCCn1cc(SCc2ccccc2)c2ccccc21)c1c(F)cccc1F ?
MRP1 act: -1.6; PTEN del growth: 65; Measles CPE: 11; Yeast lifespan up: -1; bCat KO growth: 74; Yeast growth inh: 14; E-sel TNF inh: -21; NPY-Y2 antag: 5; GALR2 antag: 0

Results for CC(=O)N/N=C(\C)c1cccc(NC(=O)c2cccs2)c1 ?
Phagocyt inh: -4; MRP1 act: -3.0; PTEN del growth: 89; Measles CPE: 17; Yeast lifespan up: -7; bCat KO growth: 92; Yeast growth inh: -29; E-sel TNF inh: -4; NPY-Y2 antag: 4; GALR2 antag: -6

Results for O=C(/C=C/c1cccc([N+](=O)[O-])c1)NCCN1CCOCC1 ?
MRP1 act: -2.2; PTEN del growth: 88; Measles CPE: 2; Yeast lifespan up: -10; bCat KO growth: 85; Yeast growth inh: -20; NPY-Y2 antag: -1; GALR2 antag: -10

Results for CCOC(=O)C1(C(F)(F)F)N=C(C(F)(F)F)Nc2ccc(F)cc21 (stereo not given) ?
Phagocyt inh: 0; MRP1 act: -2.4; PTEN del growth: 88; Measles CPE: 5; Yeast lifespan up: -3; bCat KO growth: 104; Yeast growth inh: -20; E-sel TNF inh: -14; NPY-Y2 antag: 3; GALR2 antag: 6

How did CC(C)CN1C(=O)c2ccc(C(=O)Nc3ccccn3)cc2C1=O do in these assays?
Phagocyt inh: 0; MRP1 act: -0.8; PTEN del growth: 97; Yeast lifespan up: -11; bCat KO growth: 99; Yeast growth inh: -44; E-sel TNF inh: -30; NPY-Y2 antag: -3; GALR2 antag: 1

What do the screens show for `COc1cc(/C=N/Nc2cccc(C)c2)ccc1OC(=O)c1cccs1`?
Phagocyt inh: -2; MRP1 act: 0.0; PTEN del growth: 70; Measles CPE: 10; Yeast lifespan up: -6; bCat KO growth: 73; Yeast growth inh: -18; NPY-Y2 antag: 6; GALR2 antag: 16

What do the screens show for `O=[N+]([O-])c1ccc(-c2cnc(SCc3ccccc3Cl)[nH]2)cc1`?
Phagocyt inh: -2; MRP1 act: 3.0; PTEN del growth: 53; Measles CPE: 13; Yeast lifespan up: -25; bCat KO growth: 62; Yeast growth inh: -16; E-sel TNF inh: -8; NPY-Y2 antag: -5; GALR2 antag: 12

What do the screens show for `COc1cc2c3c(c1OC)C1(C=CC(=O)C=C1)CC3N(C(C)=O)CC2` (stereo not given)?
Phagocyt inh: -7; MRP1 act: -1.1; PTEN del growth: 96; Measles CPE: 11; Yeast lifespan up: 2; bCat KO growth: 96; Yeast growth inh: -24; NPY-Y2 antag: 2; GALR2 antag: 5

What do the screens show for `CCOC(=O)c1nnn(-c2nonc2N)c1CN(CC)CC`?
Phagocyt inh: 2; MRP1 act: -3.0; PTEN del growth: 100; Measles CPE: 6; Yeast lifespan up: -31; bCat KO growth: 98; Yeast growth inh: -20; E-sel TNF inh: 3; NPY-Y2 antag: 5; GALR2 antag: -3

What do the screens show for `CCCCn1c(O)c(N=NC(=O)Cn2c(C(F)(F)F)nc3ccccc32)c2ccccc21`?
MRP1 act: -4.0; PTEN del growth: 96; Measles CPE: 2; Yeast lifespan up: 3; bCat KO growth: 93; Yeast growth inh: -23; NPY-Y2 antag: 5; GALR2 antag: 14

Copied from the listing (2 entries):
What do the screens show for `CCOC(=O)c1nnn(-c2nonc2N)c1CN(CC)CC`?
Phagocyt inh: 2; MRP1 act: -3.0; PTEN del growth: 100; Measles CPE: 6; Yeast lifespan up: -31; bCat KO growth: 98; Yeast growth inh: -20; E-sel TNF inh: 3; NPY-Y2 antag: 5; GALR2 antag: -3

What do the screens show for `CCCCn1c(O)c(N=NC(=O)Cn2c(C(F)(F)F)nc3ccccc32)c2ccccc21`?
MRP1 act: -4.0; PTEN del growth: 96; Measles CPE: 2; Yeast lifespan up: 3; bCat KO growth: 93; Yeast growth inh: -23; NPY-Y2 antag: 5; GALR2 antag: 14

New compounds follow.
Results for CCOc1cc(C(=O)OCC(=O)Nc2ccc(SC(F)F)cc2)cc(OCC)c1OCC ?
Phagocyt inh: -2; MRP1 act: -3.9; PTEN del growth: 87; Measles CPE: 6; Yeast lifespan up: 4; bCat KO growth: 81; Yeast growth inh: -28; E-sel TNF inh: 17; NPY-Y2 antag: 5; GALR2 antag: 2

Results for COC(=O)c1sc(N)nc1C(C)(C)C ?
Phagocyt inh: 0; MRP1 act: -0.2; PTEN del growth: 94; Measles CPE: 3; Yeast lifespan up: -16; bCat KO growth: 93; Yeast growth inh: -20; E-sel TNF inh: -17; NPY-Y2 antag: 0; GALR2 antag: -4

How did CC1(C)Cc2c(ccc3ccccc23)C(NNC(=O)c2cccnc2)=N1 do in these assays?
Phagocyt inh: -3; MRP1 act: -1.9; PTEN del growth: 96; Measles CPE: 19; Yeast lifespan up: -3; bCat KO growth: 91; Yeast growth inh: 3; E-sel TNF inh: -8; NPY-Y2 antag: 4; GALR2 antag: -13

What do the screens show for `CCCC(=Nc1ccc(N)cc1)C1=C(O)C(C(=O)OC)C(C)(C)CC1=O` (stereo not given)?
Phagocyt inh: -2; MRP1 act: -2.4; PTEN del growth: 96; Measles CPE: 1; Yeast lifespan up: 44*; bCat KO growth: 104; Yeast growth inh: -4; E-sel TNF inh: -22; NPY-Y2 antag: 2; GALR2 antag: 0

Results for CC(C)CC(C(=O)NC1CCCC1)N(Cc1cccs1)C(=O)c1snc(C(N)=O)c1N (stereo not given) ?
MRP1 act: -3.6; PTEN del growth: 80; Measles CPE: 16; bCat KO growth: 84; Yeast growth inh: 7; E-sel TNF inh: 9; NPY-Y2 antag: 6; GALR2 antag: 7

How did COc1ccc(-c2c(C(C)=O)c(C)nc3sc4c(=N)n(N)cnc4c23)cc1 do in these assays?
Phagocyt inh: 3; MRP1 act: -1.7; PTEN del growth: 80; Measles CPE: 4; Yeast lifespan up: 8; bCat KO growth: 78; Yeast growth inh: -19; NPY-Y2 antag: 2; GALR2 antag: -16

What do the screens show for `CC[n+]1c(/C=C/N(C)c2ccccc2)oc2ccc(F)cc21`?
MRP1 act: -3.2; PTEN del growth: 35; Measles CPE: 7; Yeast lifespan up: 4; bCat KO growth: 22; Yeast growth inh: -9; E-sel TNF inh: 13; NPY-Y2 antag: 2; GALR2 antag: -13

What do the screens show for `C=CC[N+](C)(C)CCCNC(=O)/C=N/O`?
Phagocyt inh: 5; MRP1 act: -0.1; PTEN del growth: 89; Measles CPE: 9; Yeast lifespan up: 5; bCat KO growth: 94; Yeast growth inh: -48; NPY-Y2 antag: 0; GALR2 antag: 3

How did COc1cc(OC)cc(C(=O)NC2CCN(C(=O)N3c4ccccc4Sc4ccccc43)CC2)c1 do in these assays?
Phagocyt inh: -1; MRP1 act: -1.2; PTEN del growth: 74; Yeast lifespan up: -7; bCat KO growth: 73; Yeast growth inh: -34; E-sel TNF inh: 6; NPY-Y2 antag: -2; GALR2 antag: -27

What do the screens show for `COc1ccc(NC(=O)C(OC)c2ccccc2)cc1Cl` (stereo not given)?
Phagocyt inh: 2; MRP1 act: 0.1; PTEN del growth: 85; Measles CPE: 4; Yeast lifespan up: -6; bCat KO growth: 90; Yeast growth inh: -6; NPY-Y2 antag: 1; GALR2 antag: 1

How did CC(O)CNc1ncnc2nc[nH]c12 (stereo not given) do in these assays?
Phagocyt inh: 1; MRP1 act: -2.8; PTEN del growth: 96; Measles CPE: 20; Yeast lifespan up: -6; bCat KO growth: 94; Yeast growth inh: 27; NPY-Y2 antag: 0; GALR2 antag: -2

Results for CC(=O)Nc1ccc2c(c1)nc1n2CCSC1 ?
Phagocyt inh: -1; MRP1 act: -0.2; PTEN del growth: 103; Measles CPE: 5; Yeast lifespan up: -3; bCat KO growth: 101; Yeast growth inh: -31; E-sel TNF inh: -1; NPY-Y2 antag: 0; GALR2 antag: -14

Results for O=C(CC(O)(c1ccccc1)C(F)(F)F)c1cccs1 (stereo not given) ?
Phagocyt inh: 3; MRP1 act: 0.9; Measles CPE: 4; Yeast lifespan up: -7; bCat KO growth: 90; Yeast growth inh: -60; E-sel TNF inh: 12; NPY-Y2 antag: 2; GALR2 antag: -3

How did COc1cccc(C(=O)Nc2ccc(F)c(F)c2F)c1 do in these assays?
MRP1 act: 1.8; PTEN del growth: 82; Measles CPE: 15; Yeast lifespan up: -10; bCat KO growth: 87; Yeast growth inh: -28; E-sel TNF inh: -16; NPY-Y2 antag: 3; GALR2 antag: -3

What do the screens show for `O=C(O)Cc1ccc(NC(=O)c2cccs2)cc1`?
MRP1 act: -1.2; PTEN del growth: 99; Measles CPE: 26; Yeast lifespan up: -15; bCat KO growth: 98; Yeast growth inh: -60; E-sel TNF inh: 20; NPY-Y2 antag: 3; GALR2 antag: -2

Results for CCOCCCNC(=O)CCSc1ccc(C)cc1 ?
MRP1 act: -4.0; PTEN del growth: 91; Measles CPE: 13; bCat KO growth: 81; Yeast growth inh: -32; E-sel TNF inh: 2; NPY-Y2 antag: 3; GALR2 antag: -9

Results for CCc1ccc(NC(=O)COc2ccc(F)cc2C(=O)c2cnn(-c3ccccc3)c2)cc1 ?
Phagocyt inh: -7; MRP1 act: -2.9; PTEN del growth: 90; Measles CPE: 10; Yeast lifespan up: -5; bCat KO growth: 86; Yeast growth inh: -38; E-sel TNF inh: -8; NPY-Y2 antag: 0; GALR2 antag: 10

Results for CCc1cc2c(SCC(=O)c3ccc(C)cc3)ncnc2s1 ?
MRP1 act: 0.9; PTEN del growth: 98; Measles CPE: 41*; bCat KO growth: 96; Yeast growth inh: -43; E-sel TNF inh: -6; NPY-Y2 antag: 5; GALR2 antag: -5

What do the screens show for `COc1ccc(NC(=O)C(NC(=O)c2ccccc2)C(C)C)cc1` (stereo not given)?
Phagocyt inh: 1; MRP1 act: 0.0; PTEN del growth: 98; Measles CPE: 14; Yeast lifespan up: -5; bCat KO growth: 99; Yeast growth inh: -35; E-sel TNF inh: 2; NPY-Y2 antag: 5; GALR2 antag: 3

What do the screens show for `CC1CCN(c2c(NCC3CCC(C(=O)Nc4ccccn4)CC3)c(=O)c2=O)CC1` (stereo not given)?
MRP1 act: -1.1; PTEN del growth: 94; Measles CPE: 12; Yeast lifespan up: 5; bCat KO growth: 85; Yeast growth inh: -22; E-sel TNF inh: -12; NPY-Y2 antag: -1; GALR2 antag: -5

How did CCOC(=O)Cc1csc(NC(=O)c2cccc(N3C(=O)CCC3=O)c2)n1 do in these assays?
Phagocyt inh: 1; MRP1 act: 1.5; PTEN del growth: 99; Measles CPE: 5; Yeast lifespan up: -18; bCat KO growth: 114; Yeast growth inh: 13; E-sel TNF inh: 58; NPY-Y2 antag: 0; GALR2 antag: -7

Results for C=CCSc1nc2ccccc2c2nc(-c3ccccc3)nn12 ?
Phagocyt inh: 4; MRP1 act: 1.6; PTEN del growth: 81; Measles CPE: 26; Yeast lifespan up: -7; bCat KO growth: 91; Yeast growth inh: -10; E-sel TNF inh: -13; NPY-Y2 antag: -2; GALR2 antag: 10
